Hsp70 inhibitors = Hsp70 inhibitors, probe displacement, primary screen, biochemical, fluorescence polarization (AID 583) | Heat shock 70 kDa protein 1A (Homo sapiens) | Hsp70 fluorescence polarization probe displacement, mP; higher % means a stronger effect | one-dose displacement, % at 20 µM; IC50 in µM for titrated hits | actives 0.06% (n = 140,000); in the data active = displacement above about 50%;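 also: plate controls were vehicle for no effect and reference ligand for full effect; a part of the inactive calls stands beside numbers as strong as those of hits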
Rat MKP-3 inhibitors = MKP-3 phosphatase inhibitors, primary screen, biochemical, rat enzyme, in vitro (AID 425); recombinant MKP-3 phosphatase activity, fluorescence; higher % means a stronger effect; one-dose inhibition, % at 20 µM; IC50 in µM for titrated hits; actives 0.17% (n = 110,000); Dual specificity protein phosphatase 6 (Rattus norvegicus); in the data active = inhibition above about 50%;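 also: plate controls were vehicle for no effect and reference inhibitor for full effect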
* hit, by the source's call; . = not tested or not shown; & = joins results of further samples. An excerpt (hit frequency here may not be typical).

| molecule | Rat MKP-3 inhibitors | Hsp70 inhibitors |
| --- | --- | --- |
| CC1SC(=NC(=O)c2ccco2)NC1=O (stereo not drawn) | 2.2% | . |
| COc1cc(OC)cc(C(=O)NCCNC(=O)c2ccco2)c1 | . | 3.4% |
| Cc1c(Cl)cccc1-c1ccc(C(=O)Nc2cccc(Cl)c2Cl)o1 | -1.8% | 4.7% |
| CCn1c2ccccc2c2nnc(SCC(=O)Nc3cc(C)on3)nc21 | 0.2% | -4.9% |
| CCc1c(C)[nH]c2ccc(C)cc2c1=O | -14.4% | 5.0% |
| CN1CCN(/N=C/c2ccc([N+](=O)[O-])s2)CC1 | 2.9% | -4.3% |
| Cc1ccc(OCC(=O)N(C)c2ccccc2)c(C)c1 | -2.8% | -0.3% |
| COc1ccc(-c2nc(=S)c3c(n2-c2ccccc2)CCCC3)cc1 | -0.5% | -3.9% |
| O=C1S/C(=C\c2cc3c(cc2Br)OCO3)C(=O)N1c1ccccc1 | 1.1% | -20.3% |
| CCOC(=O)c1c(NC(=O)c2cccnc2)sc(C)c1C | 3.6% | 0.2%&-2.1% |
| Cc1cc(Nc2cccc(F)c2)n2nc(C)nc2n1 | 2.0% | 2.4% |
| O=C(Nc1ccc(Cl)cn1)c1ccccc1-c1ccccc1 | 1.6% | 0.5% |
| O=C(CSc1nc2ccccc2c(=O)n1NC(=O)Cc1ccccc1)NCc1ccco1 | -5.6% | 17.6% |
| CCOC(=O)CNc1c(-c2ccc(Cl)cc2)nc2cnccn12 | 2.1% | 2.7% |
| O=C(CCCN1C(=O)c2ccccc2C1=O)Nc1ccccc1C(=O)N1CCOCC1 | -2.7%&1.9% | -3.6% |
| CC(=O)NCCn1c(SCC(=O)NCCC(C)C)nc2ccccc2c1=O | . | -2.7% |
| CCCCN(Cc1cc2cc(OC)ccc2[nH]c1=O)C(=O)c1ccco1 | 5.6% | 13.6% |
| CC(=O)N(C)c1ccc(N2CCCCC2)c2c1C(=O)c1ccccc1C2=O | -1.3% | -3.0% |
| COc1cccc(-n2c(SCC(=O)NCCC3=CCCCC3)nc3n[nH]c(C)c3c2=N)c1 | . | -0.7% |
| CCOC1CCCCC1NS(=O)(=O)c1ccc(Cl)cc1 (stereo not drawn) | 0.0% | -1.6% |
| Fc1ccc(CSc2nc3ccccc3[nH]2)cc1 | . | 4.1% |
| COc1ccc(/C(C)=N\N2CCN(Cc3ccc(C)cc3)CC2)cc1 | 3.1% | -7.2% |
| CCn1c(Cn2nnc(-c3ccccc3)n2)nnc1SCC(=O)Nc1cccc(C)c1C | 0.8% | 1.3% |
| COCC(=O)Nc1ccc(F)cc1F | -0.3% | 4.6% |
| COC(=O)C(NC(C)=O)(Nc1sc2c(c1C(N)=O)CCCC2)C(F)(F)F (stereo not drawn) | . | -0.2% |
| COc1ccc(/C(N)=N/OC(=O)c2ccccc2F)cc1 | -3.6% | 1.6% |
| CCCN(CCC)CCCNC(=O)c1ccc2c(c1)N(CC)C(=O)c1ccccc1S2=O (stereo not drawn) | -7.7% | 2.0% |
| COc1cc(/C=C2\Sc3ccccc3C2=O)ccc1OS(=O)(=O)c1ccc(C)cc1 | 5.8% | -7.3% |
| Cc1nc2sc(C(c3cccs3)N3CC(C)CC(C)C3)c(O)n2n1 (stereo not drawn) | 6.5% | 1.8% |
| CCCS(=O)(=O)N1CCN(C(=O)c2ccco2)CC1 | 2.1% | . |
| O=C(CSc1nc(-c2ccccc2)cs1)NC(=O)NCc1ccco1 | 3.2% | 2.0% |
| O=C(O)/C=C\C(=O)Nc1ccc(OC(F)F)cc1 | 2.0% | -1.6% |
| COc1ccc(C2CC(C(F)(F)F)n3ncc(C(=O)Nc4cc(Cl)ccc4O)c3N2)cc1OC (stereo not drawn) | -2.8% | 3.8% |
| CCOC(=O)C(=O)Nc1c(O)c2ccccc2[nH]c1=O | 1.8% | 2.4% |
| CN1CCN(C(=O)c2ccc3c(c2)N(Cc2ccc(Cl)cc2)C(=O)c2ccccc2S3=O)CC1 (stereo not drawn) | -3.6% | 3.1% |
| COc1ccccc1-c1nc2ccccc2nc1-c1ccccc1OC | 3.8% | 1.0% |
| CCOc1ccccc1C1C(C#N)=C(N)Oc2n[nH]c(CC)c21 (stereo not drawn) | 10.9% | 10.0% |
| Cc1ccnc(NC(=O)COc2ccccc2[N+](=O)[O-])c1 | 1.4% | -2.1% |
| CNC(=S)C1COc2ccccc2O1 (stereo not drawn) | 0.8% | 5.8% |
| Cc1cc(NC(=O)C2CCCN2C(=O)Nc2c(C)cccc2C)ccc1-n1cnnn1 (stereo not drawn) | . | -0.5% |
| Cc1c(NC(=O)c2ccccc2NS(=O)(=O)c2ccc(Br)cc2)c(=O)n(-c2ccccc2)n1C | . | -1.9% |
| Cc1cc(=O)[nH]c(Nc2nc(C)c3cccc(C)c3n2)n1 | -3.0% | 6.4% |
| Cc1ccc(NCc2cccnc2)c(Br)c1 | 0.7% | -0.2% |
| Cc1noc(C)c1S(=O)(=O)N(CC(=O)N1CCn2c1nc1ccccc12)c1ccc(C(C)C)cc1 | -10.8% | 6.7% |
| O=C(NNS(=O)(=O)c1ccc2ccccc2c1)c1cccc(Cl)c1 | 2.4% | -0.9% |
| CC(=O)Nc1ccc(S(=O)(=O)NC(C)=O)cc1 | -2.0% | 1.4% |
| NC(=O)N=Nc1c(O)[nH]c2ccccc12 | -4.7% | -4.8% |
| CCCc1cc(C(=O)Nc2sc3c(c2C(=O)OCC)CCCC3)no1 | -11.9% | 3.4% |
| Cc1nnc(NC2=NCCC2)s1 | 2.8% | 8.7% |
| COC(=O)c1[nH]c(C)c(/C(O)=C2\C(=O)C(=O)N(CCN(C)C)C2c2cccc(OC)c2OC)c1C (stereo not drawn) | 3.2% | 1.1% |
| O=C(CCn1c(=S)[nH]c2cc3c(cc2c1=O)OCO3)N1CCN(C2CCCCC2)CC1 | -3.8% | 1.5% |
| CCOc1ccc(C2C(C(=O)c3ccco3)=C(O)C(=O)N2CCN(C)C)cc1 (stereo not drawn) | . | -1.4% |
| CCOC(=O)C1C(=O)CC(C)(O)C(C(=O)OCC)C1c1ccco1 (stereo not drawn) | -8.4% | 1.3% |
| Cc1cccc(NC(=S)NC(=O)c2ccco2)c1 | 0.3% | 2.1% |
| Cc1cccc(NC(=O)c2ccccc2N)c1C | 4.5% | -1.3% |
| C(=N\c1nc2ccccc2[nH]1)/c1cccs1 | -4.8% | -5.9% |
| COc1ccc(-c2nn(CC(=O)Nc3ccc(Cl)c(Cl)c3)c(=O)c3ccccc23)cc1 | . | 4.8% |
| CCc1ccccc1N1C[C@@]23C=C[C@@H](O2)C(C(=O)OCC(C)C)[C@H]3C1=O (stereo partly drawn) | -6.3% | 4.3% |
| O=C1N/C(=C/c2ccccc2)C(O)=C1C=NCc1ccccc1 | 0.0% | 1.4% |
| O=c1c(CN2CCN(Cc3ccccc3)CC2)coc2ccc(Cl)cc12 | -3.9% | 3.0% |

Random excerpt: 2 compounds from above.
| molecule | Rat MKP-3 inhibitors | Hsp70 inhibitors |
| --- | --- | --- |
| O=C1N/C(=C/c2ccccc2)C(O)=C1C=NCc1ccccc1 | 0.0% | 1.4% |
| Cc1cccc(NC(=O)c2ccccc2N)c1C | 4.5% | -1.3% |

Look-ups from the results shown:
Result of O=C1N/C(=C/c2ccccc2)C(O)=C1C=NCc1ccccc1 under Hsp70 inhibitors: 1.4%
Result of CCOc1ccc(C2C(C(=O)c3ccco3)=C(O)C(=O)N2CCN(C)C)cc1 (stereo not drawn) under Hsp70 inhibitors: -1.4%
Result of CCc1ccccc1N1C[C@@]23C=C[C@@H](O2)C(C(=O)OCC(C)C)[C@H]3C1=O (stereo partly drawn) under Rat MKP-3 inhibitors: -6.3%

Carrying on:
| molecule | Rat MKP-3 inhibitors | Hsp70 inhibitors |
| --- | --- | --- |
| CCCCc1ccc(NC=C2C(=O)OC3(CCCCC3)OC2=O)cc1 | . | 5.2% |
| CS(C)=C1C(=O)NC(=O)N(c2ccccc2)C1=O | 4.3% | 1.0% |
| CN1CCc2c(sc3c2C(=O)NC(c2ccco2)N3)C1 (stereo not drawn) | -10.1% | 8.0% |
| CCn1c(Cn2nnc(-c3ccccc3)n2)nnc1SCC(=O)Nc1ccc(N(C)C)cc1 | -6.1% | -0.5% |
| Cc1[nH]nc(N2CCCCCC2)c1[N+](=O)[O-] | . | 1.8% |
| Cn1c(=O)[nH]c(=O)c2c1nc(CN(Cc1ccccc1)Cc1ccccc1)n2CCN1CCOCC1 | -4.1% | 1.9% |
| CC1=C(C(N)=O)C(c2cccs2)n2nc(-c3cccc(Cl)c3)nc2N1 (stereo not drawn) | -9.7% | -2.3% |
| COC(=O)c1cccc(NC(=O)/C=C/c2ccc(OC)cc2)c1 | -0.2% | 2.7% |
| Cc1cccc(CS(=O)(=O)Cc2ccc(C(=O)NCCCN3CCOCC3)o2)c1 | 2.2% | 3.4% |
| CCOCc1cc(C)[nH]c(=O)c1C#N | -3.4% | 6.6% |
| O=C(CC(=O)N1CCN(c2ccccn2)CC1)Nc1ccc2nc3n(c(=O)c2c1)CCCCC3 | 1.5% | -4.1% |
| COC(=O)CNC(=O)C1CCN(c2nc(C)cc(C)n2)CC1 | -18.4% | -0.2% |
| CCOc1ccc(NC2=NCCC(=O)N2Cc2cccs2)cc1 | -5.2% | -2.4% |
| COc1ccc(Oc2cn[nH]c2-c2ccc(O)cc2O)cc1 | -8.3% | -4.8% |
| Cc1ccc(C(=O)Nc2ccccc2C(=O)NC(Cc2c[nH]c3ccccc23)C(=O)O)cc1 (stereo not drawn) | 2.8% | . |
| CCCOC(=O)C1=C(C)NC2=C(C(=O)CCC2)C1c1ccc(Cl)cc1Cl (stereo not drawn) | 4.2% | -6.4% |
| O=C(O)c1cc(NCc2ccc3c(c2)OCO3)ccc1N1CCOCC1 | -12.2% | -6.2% |
| CCOc1ccccc1-n1c(O)c(C=C2C=CC=N2)c(=O)[nH]c1=O | 1.8% | -0.4% |
| CC(=O)Nc1ccc2c(c1)S(=O)(=O)c1cc(NC(C)=O)ccc1-2 | 0.1% | -0.3% |
| O=C(CCN1CCCCC1)Nc1c(-c2ccccc2)c2cc(Br)ccc2[nH]c1=O | 4.1% | -4.4% |
| Cc1ccc(S(=O)(=O)NCC(=O)NCc2ccncc2)cc1 | . | 7.5% |
| O=C(C1CCCN(S(=O)(=O)Cc2ccccc2)C1)N1CCc2ccccc21 (stereo not drawn) | -8.4% | 5.4% |
| CCN(CC(=O)Nc1cccc(C(C)=O)c1)S(=O)(=O)c1ccc(OC)cc1 | -1.3% | -0.6% |
| COc1ccc(OC(C)=O)c(C2c3cc(OC)c(OC)cc3CCN2C(C)=O)c1 (stereo not drawn) | -3.1% | 2.2% |
| Cc1ccc(NC(=O)c2noc3c2CCCCC3)cc1 | -2.6% | -0.5% |
| OCC#CCSc1nnc(-c2ccncc2)o1 | -0.3% | -2.8% |
| CCCN1CCN(CCCNC(=O)CCNC(=O)Cn2ccc3ccccc3c2=O)CC1 | . | 0.4% |
| Cn1c(=O)oc2cc(S(=O)(=O)N3CCC(C(=O)Nc4ccc(OC(F)(F)F)cc4)CC3)ccc21 | 2.7% | . |
| Cc1ccc(N2C(=O)CC(NCc3cccnc3)C2=O)cc1 (stereo not drawn) | -3.6% | -0.1% |
| Cc1ccc2c(Cl)c(C(=O)Nc3cccc(C(F)(F)F)c3)sc2c1 | -0.2% | 0.2% |
| O=C(NCCC1=CCCCC1)NC12CC3CC(CC(C3)C1)C2 | . | 7.4% |
| Cc1ccc(S(=O)(=O)Nc2ccccc2-c2nc3ccccc3c(=O)[nH]2)cc1 | -1.3% | -3.3% |
| COc1ccc(N(CC(=O)NCCC2=CCCCC2)S(C)(=O)=O)cc1 | . | -2.7% |
| COc1ccc(/C=C/C(=O)c2cccc(Br)c2)cc1[N+](=O)[O-] | -1.5% | -2.0% |
| CCN(CC)CCCCOc1ccc(Cl)c(C)c1 | 2.5% | 4.1% |
| CCOc1ccc2nc(SC(CC)C(=O)Nc3cc(C)on3)sc2c1 (stereo not drawn) | -5.9% | -2.5% |
| COc1ccc(N2C(=O)C(Cl)=C(Nc3ccc(C)cc3)C2=O)cc1 | 0.9% | 3.2% |
| CC1(C)Cc2ccccc2/C(=C/C(=O)Nc2ccc(Cl)cc2Cl)N1 | -3.0% | 2.3% |
| Cc1cccc(C(=O)O)c1NC(=O)c1cccc(F)c1 | 3.3% | 0.9% |
| Cc1ccccc1C(=O)N1CCN(c2ccccn2)CC1 | -2.1% | -1.3%&3.6% |
| CC(C)(C)c1cnnn1-c1ccc(-c2csc(N)n2)cc1 | -9.5% | 2.9% |
| CCn1c(SCC(=O)Nc2cccc(NC(=O)c3ccco3)c2)nnc1-c1cccs1 | -15.0% | -0.6% |
| Cc1cccc(C)c1NC(=O)CO/N=C(\N)c1nonc1N | -5.7% | 1.2% |
| COc1ccc(C2Oc3ccccc3C3=C2C(c2cccs2)n2ncnc2N3)cc1 (stereo not drawn) | . | 0.2% |
| COCCNC(=O)c1cc(-c2cccnc2)nc2ccc(Br)cc12 | . | -3.4% |
| Cc1ccnc(NC(=O)CCC(=O)N(CC(=O)NCc2ccccc2)c2ccc3c(c2)OCO3)c1 | . | -3.5% |
| O=C(O)CCCc1nc(-c2ccccc2)no1 | 7.0% | 1.9% |
| COc1cc(NC(=O)Cc2cccs2)ccc1-n1cnnn1 | -1.1% | 6.2% |
| O=C1NC(=Nc2ccc(F)cc2)S/C1=C/C=C/c1ccccc1 | -4.3% | -1.0% |
| O=C1CCCN1CN(C(=O)c1ccccc1)c1ccc(F)cc1 | -2.2% | -1.8% |
| Cc1ccc(-c2nn(-c3cc(N4CCCC4)ccc3[N+](=O)[O-])c(=O)c3ccccc23)c(C)c1 | 3.4% | -1.3% |
| CC(=O)N1c2ccccc2Nc2ccccc21 | 0.5% | 4.8% |
| CN(C)C=Nc1nonc1N | -2.1% | 1.9% |
| COc1ccc(N2CC(C(=O)N/N=C/c3ccc(OC)c(OC)c3)CC2=O)cc1 (stereo not drawn) | 1.9% | -5.4% |
| CCOc1cc(C2NC(=O)NC(O)(C(F)(F)F)C2C(=O)c2ccc(OC)cc2)ccc1O (stereo not drawn) | -6.8% | 0.9% |
